Compound activity from PubChem.
SMN2 splice up: enhancers of SMN2 splice variant expression | HEK293 SMN2-luciferase splicing reporter, luminescence, 30-36 h | Potency, µM (series often up to 46.1 µM), for inactives: at the highest dose activity change, positive = activation, usual class: activators | hit rate 2.8% among 210,000; note: % of control where 0% means no effect; nearly all actives have a fitted effect of over 55% in size
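HEK293 cells carry an SMN2 minigene-luciferase reporter in which exon 7 inclusion puts luciferase in frame. Cells were seeded at 2000 cells/well, attached for 10-12 hours, then exposed to compounds for 30-36 hours at 37C before ONE-Glo luminescence.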
KDM4E inh: inhibitors of human JMJD2E histone demethylase; B2RXH2; JMJD2E catalytic domain, FDH-coupled NADH fluorescence (FDH is formaldehyde dehydrogenase); Potency, µM (series often up to 57.1 µM), inactives show at the top dose activity change, negative = inhibition, usual class: inhibitors; hit rate 1.6% among 230,000; active = well fitted inhibition curve with a large enough effect, not every such curve was filed as active; inconclusive = small, poorly fitted or top-dose-only effect, or another doubt; inactive = no such curve, though single readings can be large or run the other way;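 note: 0% = wells with enzyme and -100% = buffer wells without enzyme; nearly all actives have a fitted effect of over 50% in size; many of its hits are not listed in these tables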
Target sequence (B2RXH2 1-337 limits assumed): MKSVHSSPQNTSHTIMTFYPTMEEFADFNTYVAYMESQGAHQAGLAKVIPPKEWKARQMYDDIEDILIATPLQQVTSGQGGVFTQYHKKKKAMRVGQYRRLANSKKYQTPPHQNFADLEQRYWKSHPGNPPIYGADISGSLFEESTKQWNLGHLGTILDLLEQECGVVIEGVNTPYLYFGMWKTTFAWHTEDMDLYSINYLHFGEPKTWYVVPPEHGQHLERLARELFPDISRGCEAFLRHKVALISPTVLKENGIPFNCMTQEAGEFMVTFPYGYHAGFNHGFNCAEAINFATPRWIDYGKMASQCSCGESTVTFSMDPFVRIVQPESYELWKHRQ
Tau fibril FP: tau fibrillization inhibition (FP). Potency, µM (series often up to 57.7 µM), inactives show top-dose activity, negative = inhibition, hits mostly inhibitors. AID 1468. P10636. K18 P301L tau heparin fibrillization, Alexa594 FP, 6 h. hit rate 0.39% among 280,000; note: % is set by controls: 0 for no effect and ±100 for the full control effect; nearly all actives have a fitted effect of over 55% in size
Target sequence (P10636 561-689 P618L limits assumed): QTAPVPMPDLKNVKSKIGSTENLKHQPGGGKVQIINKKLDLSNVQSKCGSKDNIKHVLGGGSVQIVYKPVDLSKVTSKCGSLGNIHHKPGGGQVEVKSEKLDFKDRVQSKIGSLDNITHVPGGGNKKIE
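Read-out: fluorescence polarization of Alexa 594-labeled tau (0.24 uM), 555 nm excitation, 632 nm emission. Mixtures held 15 uM unlabeled K18 P301L, compound and 20 uM heparin, pH 7 acetate buffer, incubated 6 hr at 37 C.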
HttQ103 aggreg: mutant huntingtin aggregation inhibition; PC12 HttQ103-GFP aggregates, Acumen cytometry, 40 h; Potency, µM (titrated, usually from 46.1 µM), for the others: at the highest dose activity change, negative = inhibition, actives largely listed as inhibitors; hit rate 1.1% among 220,000; AID 1688; note: % is set by controls: 0 for no effect and ±100 for the full control effect; nearly all actives have a fitted effect of over 60% in size
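Huntingtin Q103 exon 1–GFP aggregates in induced PC12 cells (100 nM tebufenozide) were quantified by cytometry from lysates, with compounds dosed in titration.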
Tau fluor counter: counter-screen for tau fibril formation inhibitors; tau K18 P301L Alexa594 fluorescence, heparin fibrillization; AID 1463; hit rate 0.93% among 280,000; Potency, µM (top dose mostly 57.7 µM), without a hit: at the top dose activity change, negative = decrease; note: % is set by controls: 0 for no effect and ±100 for the full control effect; nearly all actives have a fitted effect of over 55% in size
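Human tau K18 P301L (15 uM unlabeled, 0.24 uM Alexa 594-labeled) in 100 mM sodium acetate pH 7 with 20 uM heparin, 6 hr at 37 C. ThT 30 uM added, 1 hr ambient; Alexa 594 FP and total fluorescence read at 555/632 nm.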
Tau fibril ThT: blocks human tau fibril formation measured by thioflavin T | recombinant tau K18 P301L, heparin-induced fibrillization, ThT fluorescence | hit rate 2.1% among 270,000 | P10636 | Potency, µM (series often up to 57.4 µM), for inactives: top-dose activity, negative = inhibition, hits mostly inhibitors; note: % is set by controls: 0 for no effect and ±100 for the full control effect; nearly all actives have a fitted effect of over 55% in size
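ThT emission at 510 nm, taken 1 hr after adding 30 uM dye, quantifies aggregates formed when 20 uM heparin acts on human tau K18 P301L for 6 hr at 37 C.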
ALDH1A1 block: blocks purified human ALDH1A1 activity | hit rate 7.3% among 220,000 | Purified ALDH1A1, NADH fluorescence, propionaldehyde substrate | Potency, µM (highest dose often 75.3 µM), for the others: top-dose activity, negative = inhibition, usual class: inhibitors | P00352; active = well fitted inhibition curve with a large enough effect, not every such curve was filed as active; inconclusive = small, poorly fitted or top-dose-only effect, or another doubt; inactive = no such curve, though single readings can be large or run the other way;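 note: plate controls were no enzyme wells and a reference inhibitor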
Target sequence (P00352 whole entry, looked up): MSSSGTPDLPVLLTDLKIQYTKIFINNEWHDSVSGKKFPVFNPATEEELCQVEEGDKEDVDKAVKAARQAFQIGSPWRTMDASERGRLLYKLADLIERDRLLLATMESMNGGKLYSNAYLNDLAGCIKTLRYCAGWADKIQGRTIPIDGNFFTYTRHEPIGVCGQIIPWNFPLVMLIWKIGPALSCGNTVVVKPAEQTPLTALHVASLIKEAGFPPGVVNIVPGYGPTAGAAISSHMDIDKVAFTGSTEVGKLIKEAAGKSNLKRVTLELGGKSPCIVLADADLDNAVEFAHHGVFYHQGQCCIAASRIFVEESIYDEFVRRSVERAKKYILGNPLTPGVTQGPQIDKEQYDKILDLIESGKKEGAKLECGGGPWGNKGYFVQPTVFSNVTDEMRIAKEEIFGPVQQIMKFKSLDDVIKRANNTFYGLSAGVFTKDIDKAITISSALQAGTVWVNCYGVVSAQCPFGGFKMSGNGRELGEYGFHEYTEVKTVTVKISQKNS
HTT ATP protect: protects HTT-Q103 PC12 cells, measured by ATP; PC12 HTT-Q103 induced, cytoprotection, ATP luminescence, 40 h; Potency, µM (series often up to 56.4 µM), for inactives: cytoprotection (ATP increase), actives largely listed as activators; hit rate 0.14% among 230,000;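 note: % of control where 0% means no effect; nearly all actives have a fitted effect of over 45% in size; toxic huntingtin expression switched on by the ecdysone agonist tebufenozide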
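Compounds were screened for protection of PC12 cells against cell death after tebufenozide induction (100 nM final) of mutant Huntingtin exon 1 (Q103) fused to GFP.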
An asterisk follows results filed as active; ? = inconclusive; / = no result given; & = joins results of further samples; [ ] = dose if it differs, or a comment. Unless noted, calls come from the whole dose curve; as a rule, active = well fitted curve in the direction sought with a large enough effect; inconclusive = small, poorly fitted or top-dose-only effect, or another doubt; inactive = no such curve, though single readings can be large; an effect the other way counts as inactive or inconclusive. Potency is the fitted concentration of half-maximal effect. Only part of the results is shown; count on the stated rates, not on these rows.

Every second line gives: SMN2 splice up	KDM4E inh	Tau fibril FP	HttQ103 aggreg	Tau fluor counter	Tau fibril ThT	ALDH1A1 block	HTT ATP protect
> COC(=O)Nc1nnc(Cc2ccc(OC)cc2)s1
 : -3%	-2%	-1%	-1%	-23%	?	13%	-14%[0.074 µM]
> O=C(CSCC(=O)N1CCOCC1)Nc1nc(-c2ccc3c(c2)OCO3)cs1
 : 16%	1%	1%	-13%	-8%	-6%	0%	-16%
> CC1=CC(C)(C)N(C(=O)CCl)c2cc(C)ccc21
 : /	3%	6%	4%[9.22 µM]	-13%	-11%	?	15%[10 µM]
> O=C(N/N=C/c1ccccc1)c1[nH]ncc1Br
 : ?	17%	-6%	12%	-10%	-10%	0%	-79%[inhibitor]
> COc1ccc2c(CCNC(=O)c3ccc([N+](=O)[O-])cc3)c[nH]c2c1
 : -11%	-3%	12%	-5%[9.22 µM]	-15%	?	0%	-59%[inhibitor]
> O=C(O)COCC(=O)Nc1cc(C(F)(F)F)cc(C(F)(F)F)c1
 : /	-2%	-2%	-4%[9.22 µM]	-12%	-8%	/	8%[10 µM]
> CC(C)C(=O)N[C@H]1CCCN1C(=O)/C=C\c1ccccc1
 : /	/	-4%[11.6 µM]	/	-7%[11.6 µM]	-6%[11.5 µM]	-1%[13.5 µM]	-14%[10 µM]
> Cc1ccc2c(c1)[C@H]1OCC[C@H]1[C@@H](c1ccncc1)N2
 : 8%	-28%	-8%	5%	-3%	-4%	3%	-38%
> O=C(CN(c1ccccc1)S(=O)(=O)c1ccc(F)cc1)N1CCCCCC1
 : 16%	9%	1%	14%	0%	9%	4%	4%
> COC(=O)c1cc(Br)c(=O)n(Cc2ccc3c(c2)OCO3)c1
 : -12%	3%	1%	-3%	-13%	-7%	-9%	6%
> COc1ccc(C(=O)OCn2nnc3ccccc3c2=O)cc1
 : -47%	6%	-15%	-21%	-14%	-4%	-14%	5%
> N=c1oc2ccc3ccccc3c2cc1-c1nc(-c2ccccc2)cs1
 : -18%	8%	2%	3%	-10%	-4%	8%	5%[10 µM]
> COc1ccc(NC(=O)CSc2ccccc2)c(OC)c1
 : 22µM*	3%	-5%	14%	-14%	-10%	4%	-7%[1.9 µM]
> CCN(CC)C(=O)c1ccc(O)c(OC)c1
 : -13%	5%	-2%&9%	-32%	-5%&-3%	-6%&-4%	-5%	?
> CC(=O)c1ccc(NS(=O)(=O)c2cccc(S(=O)(=O)c3ccc(Cl)cc3)c2)cc1
 : -42%[inhibitor]	/	2%	/	-23%	?	/	/
> COc1ccc(/C=N/c2nc3ccccc3n2C)cc1OC
 : -21%	-8%	4%	16%	-8%	-8%	?	-7%
> Cc1cc(C)cc(NC(=O)CSc2nc3c(c(=O)n2C)SC(C)C3)c1 (stereo not given)
 : -39%[inhibitor]	-10%	3%	-16%	1%	-3%	8%	11%
> COc1ccc(S(=O)(=O)N2CCOCC2)cc1NC(=O)CN1CCCCCC1
 : -3%	10%	3%	0%	10%	3%	-11%	/
> COc1ccc(C2CC(c3cccc(C)c3)n3nc(N)nc3N2)cc1 (stereo not given)
 : 8%	1%	3%	-4%	4%	-4%	?	-14%[10 µM]
> CC(C)c1nc2sc3c(NCc4ccco4)ncnc3c2c2c1COC(C)(C)C2
 : -28%	?	-9%	?	-12%	?	?	-9%[0.074 µM]
> Cc1cccnc1Nc1ncnc(N)c1[N+](=O)[O-]
 : -20%	-3%	3%	-3%	8%	5%	14%	-14%
> O=C(Nc1cc(=O)[nH]c2ncnn12)c1ccccc1F
 : /	4%	-2%	-4%[9.22 µM]	-9%	-2%	-5%	-13%[10 µM]
> COC(=O)c1cccc(N2C(=O)C(Cl)=C(N3CCOCC3)C2=O)c1
 : 5%	-2%	28µM*	12%	?	14µM*	-3%	-6%[10 µM]
> Cc1cc(C)n(/N=C/c2ccc(C(C)C)cc2)c(=O)c1C#N
 : 8%	-2%	1%	-6%	11%	13%	?	/
> COc1cc(CNC(=O)c2nc(Cn3nc(C)c(Br)c3C)no2)cc(OC)c1
 : 3%	-3%	-4%	-7%	-14%	-9%	-3%	4%
> CSc1nc2[nH]ncc2c(=O)[nH]1
 : 2%	5%	-2%	8%	-3%	-5%	3%	16%[10 µM]
> Cc1ccc(-n2c(C)nc3c(cnn3-c3ccc(F)cc3)c2=O)cc1C
 : -44%[inhibitor]	3%	0%	-22%	-5%	-14%	-3%	-6%
> Cc1ccccc1NC(=O)CSc1nccn1C
 : -11%	/	-1%	/	0%	-2%	/	/
> CCSc1nnc(NC(=O)CSc2nnc(C)c(=O)n2N)s1
 : 5%	-22%	-6%	-3%	-11%	-13%	?	?
> O=C(O)CSc1nccc2ccccc12
 : /	-14%	-3%	0%[9.22 µM]	2%	1%	9%	9%[10 µM]
> C=CCn1c(C)cc(C(=O)CSc2nnc(-c3cccc(S(=O)(=O)N(CC)CC)c3)o2)c1C
 : /	-13%	-6%	-4%	-17%	1%	-10%	18%[10 µM]
> Cc1ccc(NC(=O)C2CCCN(S(=O)(=O)c3c(C)noc3C)C2)cc1 (stereo not given)
 : -38%&-12%[inhibitor]	4%	-11%&-12%	8%	-20%&-2%	-7%&2%	13%	-24%
> CCOC(=O)N1CCN(C(=O)CN2C(=O)COc3ccc(C)cc32)CC1
 : 11%	5%	5%	7%	0%	-3%	10%	-6%[10 µM]
> CCN(CC)S(=O)(=O)c1ccc2c(c1)nc(CCC(=O)Nc1cccc(C(F)(F)F)c1)n2CC
 : -14%	?	-10%	-29%	-28%	-9%	?	-50%[inhibitor]
> COc1cccc(-c2cc(C(=O)N3CC4(C)CC3CC(C)(C)C4)no2)c1 (stereo not given)
 : 1%	-9%	7%	?	-24%	-23%	13µM*	-13%
> Cc1cc2c(cc(C(=O)OCC(=O)NCc3cccs3)n2C(C)C)o1
 : -11%	-3%	5%	?	-11%	?	19µM*	-17%[1.9 µM]
> Cc1[nH]c2c(C)cccc2c1CCNC(=O)C1CCCCC1C(=O)OCC(F)(F)F (stereo not given)
 : 2%[1.84 µM]	-5%	11%	-19%	-29%	-11%	?	7%[10 µM]
> COc1cccc(C(O)c2nc3ccccc3n2C(C)C)c1 (stereo not given)
 : 8%	-2%	2%	2%	-7%	-8%	2%	?
> COc1ccc(CNC(=O)c2cc(=O)c3cc(C)ccc3o2)cc1
 : -5%	/	-10%	/	-3%	-3%	/	/
> Cc1cc(C)c(-c2csc(Cc3nc(-c4cc5ccccc5oc4=O)cs3)n2)cc1C
 : -71%[inhibitor]	?	-4%	-13%	-7%	-17%	?	3%[10 µM]
> COc1ccccc1CNC(=O)c1ccc(OC(F)F)c(OC)c1
 : 7%	-3%	4%	-19%	-9%	-11%	-1%	-23%[10 µM]
> Cc1c(-c2nc(N)nc(Nc3ccccc3F)n2)oc2ccccc12
 : 11µM*	?	?	-6%	?	-6%	?	-40%[inhibitor]
> O=C(O)[C@H]1CCCN(CCC=C(c2ccccc2)c2ccccc2)C1
 : /	4%	3%	/	-8%	-6%	-4%	1%
> Brc1ccc(CSc2nnc(-c3cnccn3)n2Cc2ccco2)cc1
 : -15%	-8%	-4%	9%	-16%	-24%	6%	13%[10 µM]
> O=C(CSc1nc2ncc(Cl)cc2[nH]1)NC1CCS(=O)(=O)C1 (stereo not given)
 : 9%	-3%	-6%	12%	-5%	-1%	0%	-20%
> CCCN(c1ccc(C(C)C)cc1)S(=O)(=O)c1c(C)noc1C
 : -15%	-1%	-7%	-19%	-16%	-15%	-2%	5%
> CCCC(=O)Nc1c(C(=O)OCC)[nH]c2ccccc12
 : 14%	-4%	-1%	-5%	2%	-1%	?	-7%[10 µM]
> CCOc1cccc(CN2CCCC(C(=O)c3cccc(C(F)(F)F)c3)C2)c1O (stereo not given)
 : /	-1%	5%	3%[9.22 µM]	-22%	-16%	?	1%[10 µM]
> O=C(OC1CCCCC1)c1ccc2c(c1)C1C=CCC1C(C(=O)O)N2 (stereo not given)
 : ?	-21%	-2%	0%	-21%	?	16µM*	-1%[10 µM]
> COc1ccc(NC(=S)Nc2ccc3nccnc3c2)cc1
 : -8%[1.84 µM]	?	5%	-20%	-19%	?	?	32%[10 µM]

Later entries
Every second line gives: SMN2 splice up	KDM4E inh	Tau fibril FP	HttQ103 aggreg	Tau fluor counter	Tau fibril ThT	ALDH1A1 block	HTT ATP protect
> O=c1c2ccccc2n(Cc2cccc(Cl)c2)c(=O)n1Cc1ccccc1
 : 3%	/	?	/	?	-8%	/	/
> COc1ccc(C(=O)N/C=C/n2cnc3cc(C(F)(F)F)ccc32)cc1
 : /	5%	0%	14%[9.22 µM]	2%	-1%	/	17%[10 µM]
> CC1=C(C(=O)N2CCOCC2)C(c2ccc(O)cc2)NC(=S)N1 (stereo not given)
 : 1%	-24%	0%	-3%	-4%	-7%	?	-6%[10 µM]
> O=P(Cc1ccccc1O)(c1ccccc1)c1ccccc1
 : /	-2%	-8%	6%	-7%	-4%	4%	2%[10 µM]
> O=C(CN1CCOCC1)OCCCc1ccccc1
 : 8%	11%	0%	-21%	-10%	-12%	1%	-4%[0.074 µM]
> COc1cccc(C2CC(c3cccc(C)c3)n3ncnc3N2)c1 (stereo not given)
 : -4%	1%	8%	-11%	2%	-6%	-3%	-2%[10 µM]
> Cc1cnc(C(=O)OCC(=O)Nc2cc(Cl)cc(Cl)c2)cn1
 : -21%	14%	-5%	-5%	-5%	-3%	-14%	-5%[10 µM]
